# ANO1 block – TMEM16A chloride channel inhibitors, primary screen, cell-based, HTS | AID 588511, 2011 | actives 1.2% (n = 310,000) | normalized B-score (activity score, 25-100; higher = stronger inhibition) at 10 µM | HEK293 TMEM16A/YFP iodide influx fluorescence, ionomycin;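 active = ratio plate-corrected score three or more library SD toward inhibition, starting fluorescence score within five deviations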;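 note: score derived from kinetic fluorescence span divided by baseline fluorescence per well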
# MrgX1 agonist – agonists of human MrgX1 receptor, primary screen, HEK293 cells, Fluo-4 calcium flux; Fluo-4 calcium fluorescence, agonist mode; active compounds read high; Mas-related G-protein coupled receptor member X1 (Homo sapiens), Q96LB2; actives 0.44% (n = 310,000); B-score at 10 µM;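 active = calcium response B-score plate-corrected fluorescence ratio at least 3 library SD, with starting fluorescence B-score inside 5 SD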
#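 Assay system: MrgX1-expressing HEK293 cells / Amount: fifteen thousand cells per well / Doses: test compound in the initial addition of three / Timing: cells plated overnight, dye loaded 0.5 h 37 °C, 0.5 h room temperature / Technique: kinetic calcium dye fluorescence, Fluo-4 NW / Control set: positive and negative controls per plate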
# MrgX1 PAM – positive allosteric modulators of MrgX1, primary screen, HEK293 cells, Fluo-4 calcium flux. FDSS; active compounds read high. Mas-related G-protein coupled receptor member X1 (Homo sapiens), Q96LB2. actives 0.63% (n = 310,000). B-score at 10 µM. AID 588675, 2011;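 active = plate-corrected calcium response at least 3 library SD above typical, normal starting fluorescence, not activating the receptor alone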;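 note: compound read alongside a low EC10 to EC30 dose of BAM8-22 agonist; peak minus trough fluorescence over baseline measured at the second addition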
# RGS4 inh – RGS4 inhibitors, primary screen, cell-based, HEK293 M3R inducible RGS4, calcium flux; Regulator of G-protein signaling 4 (Homo sapiens), P49798; Fluo-4 calcium flux; active compounds read high; triggered by carbachol at its EC20; B-score at 10 µM; actives 0.45% (n = 310,000); AID 463165, 2010;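 active = B-score, a plate-corrected calcium signal, over three deviations above library mean, with baseline fluorescence within five deviations of library mean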;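 note: RGS4 expression induced by doxycycline in cells with stable M3 receptor; B-score is computed from the integrated fluorescence ratio over baseline after carbachol; higher B-score means a larger calcium signal and so more RGS4 inhibition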
# TRPC4 inh – inhibitors of mouse TRPC4 channel, primary screen, Fluo4 calcium, HEK293 TRPC4beta/mu-opioid cells; Short transient receptor potential channel 4 (Mus musculus), Q9QUQ5; DAMGO-evoked Fluo4 calcium flux; active compounds read low; B-score at 10 µM; actives 0.39% (n = 300,000);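 active = B-score over 3 SD under the library average, no early fluorescence shift, positive overall ratio signal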
#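 Assay system: HEK293 cells with stable TRPC4beta plus mu-opioid receptor expression. Dosing: single dose. Measured by: Fluo4 Ca2+ flux fluorescence. Also added: DAMGO in two steps, submaximal then maximal. Read-out: B score from integrated Fluo4 fluorescence ratio.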
# TRPC4 PAM – positive allosteric modulators of TRPC4, primary screen, cell-based, mouse TRPC4beta, HEK293 mu-opioid, Fluo-4 calcium; DAMGO EC20, Fluo-4 Ca2+ flux; active compounds read high; B-score at 10 µM; actives 0.42% (n = 310,000);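 active = B-score of calcium response area above 5 SD of library B-scores, with initial fluorescence ratio within 5 SD of library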;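 note: B-score of integrated fluorescence ratio over time as area under calcium response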
# TRPC6 activator – mouse TRPC6 channel activators, primary screen, cell-based, HEK293, membrane potential dye | B-score at 10 µM | HEK293-TRPC6 membrane potential dye fluorescence; active compounds read high | AID 2550, 2010 | actives 0.13% (n = 310,000);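 active = B-score of the integrated fluorescence ratio above library mean plus 3 SD, and starting fluorescence ratio within library mean plus 5 SD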;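 note: higher score means more depolarization so channel activation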
# Target sequence (Q61143 whole entry, looked up): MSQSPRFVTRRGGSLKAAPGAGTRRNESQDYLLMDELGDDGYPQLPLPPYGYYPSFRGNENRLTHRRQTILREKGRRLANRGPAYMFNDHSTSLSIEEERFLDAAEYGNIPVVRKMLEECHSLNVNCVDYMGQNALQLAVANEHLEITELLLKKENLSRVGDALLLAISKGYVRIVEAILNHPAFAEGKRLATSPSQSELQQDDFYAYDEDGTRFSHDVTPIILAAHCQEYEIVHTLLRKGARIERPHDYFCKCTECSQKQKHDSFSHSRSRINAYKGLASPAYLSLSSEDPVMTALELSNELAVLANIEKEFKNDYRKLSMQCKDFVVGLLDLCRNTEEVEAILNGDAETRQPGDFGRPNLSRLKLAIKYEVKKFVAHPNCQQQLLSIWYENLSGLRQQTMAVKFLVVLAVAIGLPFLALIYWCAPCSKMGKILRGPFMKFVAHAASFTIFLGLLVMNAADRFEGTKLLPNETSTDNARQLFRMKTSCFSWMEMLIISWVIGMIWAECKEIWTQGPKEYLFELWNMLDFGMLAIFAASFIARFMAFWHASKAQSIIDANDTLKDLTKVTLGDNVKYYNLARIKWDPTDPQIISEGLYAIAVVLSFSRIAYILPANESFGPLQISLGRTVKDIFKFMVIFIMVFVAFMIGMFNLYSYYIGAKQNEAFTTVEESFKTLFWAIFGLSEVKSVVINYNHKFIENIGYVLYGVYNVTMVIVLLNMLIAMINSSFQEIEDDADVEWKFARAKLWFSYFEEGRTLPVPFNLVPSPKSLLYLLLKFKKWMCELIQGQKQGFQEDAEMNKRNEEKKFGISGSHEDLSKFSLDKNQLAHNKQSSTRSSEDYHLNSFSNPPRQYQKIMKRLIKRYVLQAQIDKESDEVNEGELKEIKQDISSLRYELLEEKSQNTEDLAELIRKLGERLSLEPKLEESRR
# TMEM16A act – TMEM16A chloride channel activators or potentiators, primary screen, cell-based, HTS | actives 0.3% (n = 340,000) | Anoctamin-1 (Mus musculus), Q8BHY3 | B-score at 10 µM | HEK293 TMEM16A/YFP-H148Q/I152L, iodide quench fluorescence; active compounds read low;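 active = fluorescence-ratio B-score plate-corrected deviation score at least 3 library SD below zero, with starting fluorescence score within 5 deviations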;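 note: channel opened by trigger with iodide after compound preincubation; score built on the fluorescence ratio of max minus min over baseline; more negative score means more quench and so TMEM16A activation or potentiation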
# MrgX1 antagonist – antagonists of human MrgX1 receptor, primary screen, HEK293 cells, Fluo-4 calcium flux; B-score at 10 µM; actives 1.3% (n = 310,000); BAM8-22 antagonism; active compounds read low; Mas-related G-protein coupled receptor member X1 (Homo sapiens), Q96LB2;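 active = calcium-response B-score plate-corrected more than 3 library SD below zero, starting fluorescence within 5 deviations, no agonist response on first addition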;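 note: peak minus trough fluorescence over baseline after final BAM8-22 challenge near maximal dose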
# TRPC4 agonist – activators of mouse TRPC4 channel, primary screen, Fluo4 calcium, HEK293 TRPC4beta/mu-opioid cells. Short transient receptor potential channel 4 (Mus musculus), Q9QUQ5. Fluo4 calcium fluorescence; active compounds read high. B-score at 10 µM. actives 0.49% (n = 310,000);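 active = B-score above 5 SD of library B-scores, and initial fluorescence ratio not above library mean plus 5 SD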;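 note: positive B-score marks a calcium rise read as TRPC4 activation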
#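 System: HEK293 cells stably co-expressing mouse TRPC4beta and mu-opioid receptor; Schedule: Fluo4 dye loading 45 min at room temperature, 110 s recording; Detection: Fluo4 fluorescence, kinetic; Evaluation: B-scored integrated calcium fluorescence ratio; Controls: buffer (low) and maximal DAMGO (high).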
# TRPC6 inhibitor – mouse TRPC6 channel inhibitors, primary screen, cell-based, HEK293, membrane potential dye. actives 1.1% (n = 310,000). B-score at 10 µM. ACh-evoked depolarization; active compounds read low. Short transient receptor potential channel 6 (Mus musculus), Q61143;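 active = B-score under library mean minus 3 SD, initial fluorescence not abnormally high, positive integrated signal ratio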;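 note: B-score derived from integrated fluorescence ratio over the kinetic read; more negative B-score means stronger inhibition of depolarization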
# Numbers without * were called inactive; i = inactive; . = not tested or not shown.
SMILES,ANO1 block,MrgX1 agonist,MrgX1 PAM,RGS4 inh,TRPC4 inh,TRPC4 PAM,TRPC6 activator,TMEM16A act,MrgX1 antagonist,TRPC4 agonist,TRPC6 inhibitor
CC1CCc2cc(F)cc3c(O)c(C(=O)NCC4CCCO4)c(=O)n1c23 (stereo not given),i,i,i,i,i,i,i,i,i,i,i
CC(C)c1ccc(/C=C/c2ccc(=O)n(C)n2)cc1,i,i,i,i,i,i,i,i,i,i,i
CCC(=O)N1N=C(c2ccc(C)cc2)CC1c1ccco1 (stereo not given),i,i,i,i,i,i,i,i,i,i,i
CC(C)N(Cc1nc(-c2ccccc2)no1)C(=O)C(Cl)(Cl)Cl,i,i,i,i,i,i,i,i,i,i,i
Cc1ccc(NC(=S)c2nc3ccccc3[nH]2)cc1,i,i,i,i,i,i,i,i,i,i,i
CC(C)C[C@@H](C(=O)NCc1ccco1)N1C(=O)N2CCc3c([nH]c4ccccc34)[C@@]2(C)C1=O,i,i,i,i,i,i,i,i,i,i,i
CC(C)Cc1nc(SCC(=O)NCC2CCCO2)c2c(=O)n(C)c(=O)n(C)c2n1 (stereo not given),i,i,i,i,i,i,i,i,i,i,i
Cc1ccc(N2CC(C(=O)OCc3ccccc3)CC2=O)cc1 (stereo not given),i,i,i,i,i,i,i,i,i,i,i
Cc1nc(-c2ccccc2)sc1C(N)=O,i,i,i,i,i,i,i,i,i,i,i
O=C(NCc1ccccc1)C12CN(Cc3ccccc3)CC1C(c1ccc([N+](=O)[O-])cc1)=NO2 (stereo not given),i,i,i,i,i,i,i,i,i,i,i
CC1(C)CCC(=O)N2CC[C@H]3C[C@H](OC(=O)Nc4ccc5c(c4)OCO5)C[C@@H]1[C@H]32,i,i,i,i,i,i,i,i,i,i,i
COc1cc(/C=C/C(=O)OCC(=O)NC(=O)NC(C)C)cc(OC)c1OC,i,i,i,i,i,i,i,i,i,i,i
COC(=O)CSc1nnc(-c2ccc3c(c2)OCO3)n1C,i,i,i,i,i,i,i,i,i,i,i
O=C(CCn1cccc1)Nc1nccs1,i,i,i,i,i,i,i,i,i,i,i
O=C(Nc1cc(Cl)ccc1Cl)C1CC(=O)N(c2ccccc2)C1 (stereo not given),i,i,i,i,i,i,i,i,i,i,i
Cc1cc(C)c2c(N)c(S(=O)c3ccc(C(C)(C)C)cc3)sc2n1 (stereo not given),i,i,i,i,i,i,i,i,i,i,i
Cc1[nH]n(-c2ccccc2)c(=O)c1/C=N/N(C)c1ccccc1,i,i,i,i,i,i,i,i,i,i,i
Cc1nc(SCC(=O)Nn2c(-c3ccccc3)nc3ccccc3c2=O)n[nH]1,i,i,i,i,i,i,i,i,i,i,i
CSc1cccc(N2CC(C(=O)Nc3cccc(S(=O)(=O)N4CCCC4)c3)CC2=O)c1 (stereo not given),i,i,i,i,i,i,i,i,i,i,i
O=C1NN(c2ccccc2)C(=O)/C1=C\c1coc2ccc(O)cc2c1=O,i,27*,i,7.9*,i,i,i,i,i,i,i
CC(C)c1ccc2nc(N)sc2c1,i,i,i,i,i,i,i,i,i,i,i
CC(=O)Nc1ccc(S(=O)(=O)Oc2cccc(/C=C3\SC(N)=NC3=O)c2)cc1,i,i,i,i,i,i,i,i,i,i,i
CCn1ccnc1CN(C)Cc1cn(-c2ccccc2)nc1-c1ccc(OC)cc1F,i,i,i,i,i,i,i,i,i,i,i
CC12CCC(C(=O)N3CCCc4ccccc43)(OC1=O)C2(C)C (stereo not given),i,i,i,i,i,i,i,i,i,i,i
COCCNC(=O)C(OC(=O)c1cc2oc(C)cc2n1C)C(C)C (stereo not given),i,i,i,i,i,i,i,i,i,i,i
Cc1cccc(N2C(=O)CS/C2=N\NC(=O)c2cccnc2)c1C,i,i,i,i,i,i,i,i,i,i,i
Cn1c(=O)c2c(nc(NCc3ccc4c(c3)OCO4)n2Cc2ccccc2F)n(C)c1=O,i,i,i,i,i,i,i,i,i,i,i
COC(=O)c1c(C)oc(C)c1S(=O)(=O)NCc1ccc(Cl)cc1,i,i,i,i,i,i,i,i,i,i,i
CCC(C)NC(=O)CCS(=O)(=O)c1ccc2c(c1)n(C)c(=O)c(=O)n2C (stereo not given),i,i,i,i,i,i,i,i,i,i,i
COc1ccccc1C(=O)NCCC(=O)NCCc1ccccc1,i,i,i,i,i,i,i,i,i,i,i
CN1CCN(S(=O)(=O)c2ccc3[nH]c(=O)oc3c2)CC1,i,i,i,i,i,i,i,i,i,i,i
COCC1CCN(C(=O)C2CCN(c3nc(-c4ccccc4)nc4c3CCC4)CC2)C1 (stereo not given),i,i,i,i,i,i,i,i,i,i,i
CC(C)OP(=O)(c1ccc(N(C)C)cc1)C(O)c1ccccc1F (stereo not given),i,i,i,i,i,i,i,i,i,i,i
CC(C)c1ccc(C2c3[nH]c4ccccc4c3C[C@H]3C(=O)N(c4ccccc4C(=O)N4CCC[C@H]4C(=O)O)C(=O)N23)cc1 (stereo not given in full),i,i,i,i,i,i,i,i,i,i,i
CCC(C)(C)NC(=O)CN(CC1CCCO1)C(=O)CCC(=O)Nc1nccs1 (stereo not given),i,i,i,i,i,i,i,i,i,i,i
O=C(CN1CCN(c2nc(-c3ccccc3)cs2)CC1)Nc1ccc2c(c1)OCO2,i,i,i,i,i,i,i,i,i,i,i
O=C(COC(=O)c1ccc(N2CCCC2=O)cc1)c1ccccc1,i,i,i,i,i,i,i,i,i,i,i
CCn1nnnc1NC(=O)c1ccc2ccccc2c1,i,i,i,i,i,i,i,i,i,i,i
O=C(N/N=C/c1ccc(N2CCCCC2)o1)c1ccccc1,i,i,i,.,.,.,.,i,i,.,.
CCCCCCCC(=O)NNC(=O)c1c(O)c2ccccc2n(CCC)c1=O,i,i,i,i,i,i,i,i,i,i,i
CCCCNC(=O)C(C#N)c1nc2ccccc2nc1N1CCCC1 (stereo not given),.,.,.,i,i,i,i,.,.,i,i
FC(F)(F)c1cccc(Cc2noc(CN3C[C@@H]4CCC[C@H]3C4)n2)c1,i,i,i,i,i,i,i,i,i,i,i
COc1ccccc1NC(=O)C1CCN(C(=O)c2ccc(C(C)(C)C)cc2)CC1,i,i,i,i,i,i,i,i,i,i,i
COc1ccc(NC(=O)CCC(=O)Nc2nnc(C(C)C)s2)cc1Cl,i,i,i,i,i,i,i,i,i,i,i
O=C(c1ccc(NS(=O)(=O)c2ccc(Cl)cc2)cc1)N1CCOCC1,i,i,i,i,i,i,i,i,i,i,i
COc1ccc2cc3cc(C(=O)NCCN4CCc5ccccc5C4)sc3nc2c1,i,i,i,i,i,i,i,i,i,i,i
O=C(NC(C(=O)N/N=C/c1ccccn1)c1n[nH]c(=O)c2ccccc12)c1ccccc1 (stereo not given),i,i,i,i,i,i,i,i,i,i,i
CCC(=O)N(C)CCc1cc2c(c(OC)c1/C=N/NC(=O)c1ccc(Br)cc1)OCO2,i,i,i,i,-7*,i,i,i,i,i,i
CC(=O)Nc1cccc(C(=O)Nc2nc(C)cs2)c1,i,i,i,i,i,i,i,i,i,i,i
CC1OC2C(OC1C)N(S(C)(=O)=O)CCN2S(C)(=O)=O (stereo not given),i,i,i,i,i,i,i,i,i,i,i
COc1cccc(NC(=O)NCc2ccccn2)c1,i,i,i,i,i,i,i,i,i,i,i
CCOc1ccc(N(CC(=O)NCc2ccco2)S(=O)(=O)c2ccc(OC)c(OC)c2)cc1,i,i,i,i,i,i,i,i,i,i,i
COc1ccc(C(=O)OCC(=O)NC(=O)NC(C)C)cc1OC,i,i,i,i,i,i,i,i,i,i,i
COc1ccc(NC(=O)CSCC(=O)NCc2ccco2)cc1,i,i,i,i,i,i,i,i,i,i,i
CCCCOC(=O)c1ccc(NC(=S)NC(=O)c2c(Br)c(C)nn2C)cc1,i,i,i,i,i,i,i,i,i,i,i
CCCC1C(=O)N(Cc2ccccc2)C(=O)CC1C (stereo not given),i,i,i,i,i,i,i,i,i,i,i
CCOC(=O)N1CCC(NCCNC(=O)c2cccs2)CC1,i,i,i,i,i,i,i,i,i,i,i
COc1cc(-c2nc3ccc4ccccc4c3c3c2CCC3)ccc1O,i,i,i,i,i,i,i,i,i,i,i
COc1ccc(Oc2nc(-c3ccccc3)ncc2S(=O)(=O)c2ccccc2)cc1,i,i,i,i,i,i,i,i,i,i,i
CC(=O)Nc1ccc(Oc2ccc(NC(C)=O)c(NC(C)=O)c2)cc1,i,i,i,i,i,i,i,i,i,i,i

# Additional structures
SMILES,ANO1 block,MrgX1 agonist,MrgX1 PAM,RGS4 inh,TRPC4 inh,TRPC4 PAM,TRPC6 activator,TMEM16A act,MrgX1 antagonist,TRPC4 agonist,TRPC6 inhibitor
CCCn1nc(CC(=O)O)c2ccccc2c1=O,i,i,i,i,i,i,i,i,i,i,i
Cc1cc(NC(=O)c2ccccc2F)ncc1NC(=O)c1cccs1,i,i,i,i,i,i,i,i,i,i,i
Cc1ccc(CN(CC(=O)N/N=C/c2ccco2)S(=O)(=O)c2ccc(C)cc2)cc1,i,i,i,i,i,i,i,i,i,i,i
O=C(Cn1nnc2c(sc3nc4c(c(-c5ccccc5)c32)CCC4)c1=O)c1ccccc1,i,i,i,i,i,i,i,i,i,i,i
